Rev-erbA mod: modulators of human Rev-erb alpha DNA binding | P20393 | Rev-erbα–FITC-DNA binding, fluorescence polarization, 90 min | activity, % at 10 µM | 0.79% of 370,000 active | AID 1259318;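 active = activity above about 14%, limit read from the data; passing the limit was not always enough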;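 also: 0% = DMSO wells with 35 nM protein and 100% = DMSO wells with 750 nM protein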
Target sequence (P20393 whole entry, looked up): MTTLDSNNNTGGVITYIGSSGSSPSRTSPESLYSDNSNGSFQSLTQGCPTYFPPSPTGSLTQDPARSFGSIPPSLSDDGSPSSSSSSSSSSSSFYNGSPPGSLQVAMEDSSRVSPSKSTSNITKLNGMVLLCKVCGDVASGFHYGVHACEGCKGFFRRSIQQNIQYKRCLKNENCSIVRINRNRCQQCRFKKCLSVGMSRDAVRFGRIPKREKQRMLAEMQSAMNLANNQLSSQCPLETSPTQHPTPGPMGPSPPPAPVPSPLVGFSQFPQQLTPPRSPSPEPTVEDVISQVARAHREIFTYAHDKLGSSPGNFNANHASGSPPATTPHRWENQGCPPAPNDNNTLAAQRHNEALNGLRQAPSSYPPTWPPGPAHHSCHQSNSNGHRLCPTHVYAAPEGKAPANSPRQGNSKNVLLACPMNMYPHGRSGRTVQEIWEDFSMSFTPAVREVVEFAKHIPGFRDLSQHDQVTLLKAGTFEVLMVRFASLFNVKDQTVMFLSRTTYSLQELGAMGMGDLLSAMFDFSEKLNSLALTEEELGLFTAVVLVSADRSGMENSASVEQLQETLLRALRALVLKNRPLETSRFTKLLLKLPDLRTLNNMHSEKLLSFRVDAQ
UHRF1 binding: human UHRF1 methylated DNA binding inhibitors | AID 687016 | inhibition, % at 4.4 µM | UHRF1 binding to methylated oligo, TR-FRET | Q96T88 | 0.75% of 370,000 active; in the data active = inhibition above about 21%;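 also: UHRF1 SRA domain binding a hemimethylated CpG hairpin DNA probe; 0% = median of test compound wells and 100% = reference inhibitor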
ASAP1 inh: ASAP1 ArfGAP inhibition | Q9ULH1 | ASAP1-stimulated ARF1 GTP hydrolysis, GDP FP detection | inhibition, % at 16.5 µM | 0.19% of 360,000 active; in the data active = inhibition above about 25%;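 also: 0% = vehicle with enzyme and substrate and 100% = no enzyme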
DDE Tn6 FP inh: disrupts Tn6 cyclic peptide binding to fibrin D-Dimer-E complex | AID 720509 | inhibition, % at 8.3 µM | 0.21% of 370,000 active | Fibrin DD(E) TRITC-Tn6 fluorescence polarization displacement | P02675;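 active = inhibition above a per-campaign cutoff: mean of compounds within control limits plus 3 SD, cut at about 15% in these data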;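 also: 0% = median of all compound wells on the plate and 100% = blocking peptide control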
PLC-beta3 inh: PLC-beta3 (human) inhibition, primary screen. Purified PLC-beta3, fluorogenic substrate, fluorescence. inhibition, % at 12.2 µM. 0.18% of 370,000 active. AID 720704; in the data active = inhibition above about 11%;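 also: 0% = median of compound wells on plate and 100% = full blocker control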
sPLA2-III inh: Inhibits HGIII-sPLA2 liposome hydrolysis, primary screen; Q9NZ20; QFRET BODIPY PC-A2 liposome hydrolysis, fluorescence; 0.56% of 370,000 active; inhibition, % at 12.2 µM;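 active = inhibition above mean plus 3 SD of compounds lying within the high and low control bounds, cut at about 19% in these data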;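 also: 0% = median of test compound wells and 100% = no enzyme DMSO wells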
KLK7 zymogen act: activators of human kallikrein-7 zymogen. P49862. purified proKLK7, EDANS-DABCYL substrate fluorescence; 100% is mature enzyme control, 0% vehicle. activation, % at 7 µM. 0.9% of 370,000 active. AID 652039;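 active = activation above the mean of all tested compounds plus 3 SD, computed per campaign excluding outliers beyond control limits, cut at about 13% in these data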
Target sequence (P49862 whole entry, looked up): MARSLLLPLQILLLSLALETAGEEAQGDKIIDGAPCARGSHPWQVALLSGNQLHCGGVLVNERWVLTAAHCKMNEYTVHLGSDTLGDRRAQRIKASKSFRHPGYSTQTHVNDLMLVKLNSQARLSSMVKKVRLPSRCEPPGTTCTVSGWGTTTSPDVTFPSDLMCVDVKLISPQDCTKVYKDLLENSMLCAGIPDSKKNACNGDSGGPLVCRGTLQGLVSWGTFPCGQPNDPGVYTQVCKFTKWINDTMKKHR
DDE Tn7 FP inh: disrupts Tn7 cyclic peptide binding to fibrin D-Dimer-E complex; FP displacement of FITC-Tn7 peptide from fibrin DD(E); 0% = median of compound wells per plate; 0.13% of 370,000 active; inhibition, % at 8.3 µM;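 active = inhibition above the mean of compounds falling within the control limits plus 3 SD of them, cut at about 14% in these data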;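 also: 0% = plate median of compound wells and 100% = 10 µM Aha-Tn7 peptide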
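Also added: labelled Tn7 tracer, 0.1 µM; Assay system: human fibrin DD(E) protein; Amount: 2 µM fibrin DD(E); Schedule: 10 min compound pre-incubation, 3 h probe incubation at room temperature; Repeats: one replicate per compound; Read-out basis: percent inhibition; Measured by: fluorescence polarization of the labelled Tn7 tracer.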
ARFGAP1 inh: inhibits rat ARF GTPase activating protein 1; Q62848; Arfgap1-stimulated ARF1 GTP hydrolysis, GDP FP detection; inhibition, % at 16.5 µM; 0.26% of 360,000 active;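 active = inhibition above a per-plate limit, mean inhibition of low control wells plus 3 SD, cut at about 25% in these data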;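 also: 0% = DMSO wells with enzyme and 100% = wells lacking Arfgap1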
Target sequence (Q62848 1-136 limits assumed): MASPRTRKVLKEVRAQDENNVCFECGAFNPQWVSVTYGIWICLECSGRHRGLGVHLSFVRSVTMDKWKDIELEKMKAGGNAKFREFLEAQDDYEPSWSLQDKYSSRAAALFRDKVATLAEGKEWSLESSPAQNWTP
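System: truncated rat Arfgap1 GAP domain / Medium: HEPES-based buffer, pH 7.5 / Also added: N-terminally truncated human ARF1-GTP substrate / Incubation: enzyme reaction 120 min at 25 °C after 20 min preincubation / Measured by: FP of antibody-bound GDP Alexa 633 tracer, ex 620/em 688 nm / Replicates: singlicate, each compound tested once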
PLC-gamma1 inh: blocks human PLC-gamma1 enzyme activity. purified PLC-gamma1, fluorogenic substrate, fluorescence. inhibition, % at 12.2 µM. 0.84% of 370,000 active. AID 720700; in the data active = inhibition above about 9.5%
The depositor's hits bear a star; x = no result given.

The line under a structure holds: Rev-erbA mod, UHRF1 binding, ASAP1 inh, DDE Tn6 FP inh, PLC-beta3 inh, sPLA2-III inh, KLK7 zymogen act, DDE Tn7 FP inh, ARFGAP1 inh, PLC-gamma1 inh
COC(=O)[C@@H]1C[C@@]2(O)[C@H](O)[C@H](O)[C@H](O)C[C@H]2N1Cc1ccc(C(C)(C)C)cc1
  -6, -1, -3, 2, 0, 3, 0.1, 6, 2, -1
CC(NC(=O)/C=C/c1ccc(Br)cc1)c1ccccc1 (configuration not stated)
  -6, 1, -4, 2, 0, 4, 0.5, 1, -1, 1
COc1cccc(C(=O)NNC(=O)c2cccc(F)c2)c1
  -7, -2, 4, 1, -4, -3, -0.2, -3, -5, 0
Cc1ccc(NC(=O)C(=O)NCCCN2CCCC2=O)cc1
  -11, -1, 2, 5, -4, -1, 0.1, -2, -20, -1
Cn1c(=O)c2[nH]c(NN=Cc3ccc(F)cc3)nc2n(C)c1=O
  -7, 1, 0, -1, -2, -3, 0.1, 1, -1, -1
CC(=O)OC(C(=O)NC1CCCCC1)c1cccc(F)c1 (configuration not stated)
  5, -2, -14, -2, -1, -3, 0.7, 3, 2, 0
O=C(N/N=C/c1ccc(Br)cc1)c1cc[n+](Cc2ccccc2)cc1
  -2, 4, -6, 0, 7, 2, 0.0, 3, -1, 2
COC(=O)c1ccc(NC(=O)N2CCCC(C(=O)c3ccccc3OC)C2)cc1 (configuration not stated)
  6, 2, -5, -2, 2, -9, 0.3, 2, -2, 2
CCOC(=O)c1cnn(-c2ccccc2)c1NC(=O)CN1CCCCC1
  1, 5, 2, -2, -7, 21*, 0.4, -1, 2, 4
COc1cc([N+](=O)[O-])ccc1NC(=O)NCCCN1CCCC1=O
  -2, -3, 7, -5, -3, 6, 0.4, 4, 3, 8

Next section.
The line under a structure holds: Rev-erbA mod, UHRF1 binding, ASAP1 inh, DDE Tn6 FP inh, PLC-beta3 inh, sPLA2-III inh, KLK7 zymogen act, DDE Tn7 FP inh, ARFGAP1 inh, PLC-gamma1 inh
COC(=O)N/N=C/c1ccc(/C=N/NC(=O)OC)cc1
  -6, -1, 6, 5, 7, -4, -0.6, -3, 4, 3
OC1(c2ccc(Br)cc2)CN(c2ccccc2)C2=[N+]1CCS2 (configuration not stated)
  1, 3, -8, -7, 0, 1, 0.0, -2, 12, 2
Cc1cc(C)n2nc(C(=O)Nc3c(C)nn(Cc4ccc(F)cc4)c3C)cc2n1
  -1, 0, 0, 4, -23, -2, -0.2, 4, -1, -13
COC(=O)C1=C(C)N(Cc2cccc(C(F)(F)F)c2)C(=NCc2cccc(C(F)(F)F)c2)NC1c1ccccc1C(F)(F)F (configuration not stated)
  1, -4, 4, -2, 7, -11, -0.5, 1, 18, -1
CCn1c(CC(=O)Nc2ccc(OC)cc2)nnc1SCC(=O)N1CCOCC1
  -4, -1, 15, -1, -6, -2, -0.2, -4, 4, 1
CCOC(=O)c1nc(Nc2ccc(C(=O)O)cc2)c2ccccc2n1
  -5, -1, -9, -3, -5, 6, 0.5, 5, 0, -5
CC(NC(=O)CNC(=O)c1cccs1)c1cccc(C(F)(F)F)c1 (configuration not stated)
  -7, -1, -15, -1, -8, 10, 0.3, -4, 8, 6
COc1cc(CN2CCN(c3cccc(Cl)c3)CC2)cc(OC)c1OC
  -1, 1, 9, 4, 5, -2, -0.1, 1, -4, 2
O=c1ccn([C@@H]2O[C@H](CNCC3=Cc4cc(O)ccc4OC3)[C@@H](O)[C@H]2O)c(=O)[nH]1
  -7, 4, 18, -7, -7, 20*, -0.2, 3, 4, -8
Cc1ccc(NC(=O)c2ccc(OC(=O)CCN3C(=O)c4ccccc4C3=O)cc2)cc1
  -7, 1, -7, -7, 2, 6, -0.2, -6, 4, 8

Additional compounds follow.
The line under a structure holds: Rev-erbA mod, UHRF1 binding, ASAP1 inh, DDE Tn6 FP inh, PLC-beta3 inh, sPLA2-III inh, KLK7 zymogen act, DDE Tn7 FP inh, ARFGAP1 inh, PLC-gamma1 inh
CCSc1nsc(NC(=O)Nc2cccc(C(C)=O)c2)n1
  2, 3, 10, -3, -10, 0, -0.1, 3, -10, 1
CCCC[N+](CC#Cc1ccccc1)(CCCC)CCCS(=O)(=O)[O-]
  0, -3, 10, -5, -11, -3, 0.7, -14, 8, -9
Cc1cc(NS(=O)(=O)c2ccc(NC(=O)COc3ccccc3Cl)cc2)no1
  1, 5, 2, -8, 1, -15, 0.4, 1, -9, 8
Cc1ccc(N=C2NC(=O)/C(=C/c3cn(C)c4ccccc34)S2)cc1C
  2, 11, 10, -9, -59, -4, -0.1, -4, -12, -53
CCN1C[C@@H]2[C@@H]3C(=O)N(C)C(=O)[C@@H]3[C@](C)(C1=O)N2C(=O)c1ccc(C)cc1
  3, -3, -13, 2, 0, 6, 0.4, 10, 4, -1
CC1C(=O)N2CCCc3cc(NS(=O)(=O)c4ccc([N+](=O)[O-])cc4)cc1c32 (configuration not stated)
  5, 1, 1, 1, -6, -4, 0.0, -3, -6, -3
CC(C)(C)NC(=O)NC(=O)COC(=O)CNC(=O)c1cccc(F)c1
  -1, -2, 4, -5, 2, -1, -0.4, 0, 8, 3
CNC(=O)COc1coc(CN2CCN(c3ccccc3)CC2)cc1=O
  3, 0, 8, -7, -7, 8, 0.4, -2, 2, 1
CC(=O)Nc1cc(C(=O)NCc2ccco2)ccc1Sc1ccc(F)cc1
  0, 14, 14, 0, 3, -4, 0.5, 3, 0, 0
CC(=O)C1=C(c2ccccc2)NC(=O)NC1c1ccc(O)c(Cl)c1 (configuration not stated)
  -4, 0, -2, -1, -8, 0, 0.3, 8, -5, -3

Reformatted: two of the compounds above
> CC(=O)Nc1cc(C(=O)NCc2ccco2)ccc1Sc1ccc(F)cc1
  Rev-erbA mod: 0
  UHRF1 binding: 14
  ASAP1 inh: 14
  DDE Tn6 FP inh: 0
  PLC-beta3 inh: 3
  sPLA2-III inh: -4
  KLK7 zymogen act: 0.5
  DDE Tn7 FP inh: 3
  ARFGAP1 inh: 0
  PLC-gamma1 inh: 0

> CC(=O)C1=C(c2ccccc2)NC(=O)NC1c1ccc(O)c(Cl)c1 (configuration not stated)
  Rev-erbA mod: -4
  UHRF1 binding: 0
  ASAP1 inh: -2
  DDE Tn6 FP inh: -1
  PLC-beta3 inh: -8
  sPLA2-III inh: 0
  KLK7 zymogen act: 0.3
  DDE Tn7 FP inh: 8
  ARFGAP1 inh: -5
  PLC-gamma1 inh: -3

Later entries
The line under a structure holds: Rev-erbA mod, UHRF1 binding, ASAP1 inh, DDE Tn6 FP inh, PLC-beta3 inh, sPLA2-III inh, KLK7 zymogen act, DDE Tn7 FP inh, ARFGAP1 inh, PLC-gamma1 inh
COC(=O)[C@]12C[C@H](CC(=O)N3CCOCC3)C(=O)N(Cc3cccc4ccccc34)C1=C[C@H](C1CCCC1)O[C@@H]2C
  -1, -1, x, -3, 5, -11, 1.0, -4, x, 1
COc1ccc(NCC(=O)N/N=C/C=C\c2ccccc2)cc1
  -6, 1, -7, 1, -20, 1, -0.1, 1, -4, -17
O=C(NCc1nc2ccccc2[nH]1)C1=C[C@H](c2ccc3c(c2)OCO3)C[C@H](OCCCCO)O1
  4, -4, 3, 1, -18, -9, 0.2, -6, 7, -11
CCOC(=O)N1CCN(C(=O)C2CCC(=O)N(Cc3ccc(Cl)cc3)C2)CC1 (configuration not stated)
  3, 0, -8, 3, -6, 4, 0.0, 2, 8, -3
Cc1ccc(N2C(=O)CC(Sc3ncn[nH]3)C2=O)cc1C (configuration not stated)
  -3, 22*, 8, -6, 0, -3, 0.0, -1, 6, -2
COc1ccc(C(C)(C)C)cc1NC(=O)c1ccc[n+]([O-])c1
  -3, -1, 4, -1, -3, 0, -0.1, -2, 4, 0
C=CCCN(C(C(=O)OC)C(C)C)S(=O)(=O)c1ccccc1Br (configuration not stated)
  4, 1, 9, -6, 0, 3, -0.2, 5, -8, 2
CCCn1c(O)c(N=NC(=O)CNC(=O)/C=C/c2ccc(OC)cc2)c2ccccc21
  2, -4, 9, 2, -5, 1, -0.5, 5, -9, 1
N#Cc1c(SCC(=O)O)nc(-c2ccccc2)c2c1CCCC2
  -7, 3, -5, -4, -6, -5, 0.6, -4, 2, -4
Cc1ccc(NC(=O)c2nc[nH]c2C(=O)NCc2ccccc2)cc1
  -3, -2, 9, 3, 1, -5, -0.1, -1, 7, 2

(further entries)
The line under a structure holds: Rev-erbA mod, UHRF1 binding, ASAP1 inh, DDE Tn6 FP inh, PLC-beta3 inh, sPLA2-III inh, KLK7 zymogen act, DDE Tn7 FP inh, ARFGAP1 inh, PLC-gamma1 inh
CCCCN(C(=O)CSc1nnc(-c2ccccc2)n1C)c1c(N)n(Cc2ccccc2)c(=O)[nH]c1=O
  -4, 0, -8, 4, 3, -1, 0.2, 4, -3, 1
Cc1ccc(-c2noc(Cn3cc(S(=O)(=O)N4CCCC4)ccc3=O)n2)cc1
  6, -1, -5, -2, -7, -5, 0.1, 1, -2, 2
COc1ccc(Cn2c(=O)c3[nH]cnc3n(-c3ccc(C)cc3)c2=O)cc1
  -4, 3, 4, 3, -7, -1, 0.9, -2, -2, 0
Cc1ccc(C2(C(F)(F)F)N=C3Sc4cc(C)cc(C)c4N3C(=O)N2)cc1 (configuration not stated)
  2, -5, 11, 1, -2, 0, 0.2, -1, -3, 2
NC(=O)C1CCCN(C(=O)c2ccc(-c3cccc(Cl)c3Cl)o2)C1 (configuration not stated)
  -4, 1, -8, 0, -10, 5, -0.1, 2, -2, -3
COc1ccccc1C(O)(C(=O)NN(C)c1ccccc1)c1ccccc1OC
  0, 4, -5, 5, 0, 13, -0.6, -5, 6, 6
CC(C)C[C@@H](CSc1ccc(Br)cc1)N1CCN(CCc2ccccc2)CCC1=O
  -3, 2, 2, 7, 1, -9, 0.8, -2, 5, 0
COc1ccc(C(CNC(=O)C(C)c2ccc3cc(OC)ccc3c2)N(C)C)cc1 (configuration not stated)
  1, 1, -2, 3, -5, -6, 0.1, -4, 2, 0
Cc1ccc(Cl)cc1N1CCN(C(=O)c2cccc3c(=O)c(C)c(-c4ccccc4)oc23)CC1
  0, -2, 1, -6, 2, 0, 0.1, -2, 10, 2
COc1ccc2[nH]c(N=Nc3ccccc3C)c(O)c2c1
  -2, 2, -4, 5, -2, 25*, 0.5, 8, 0, -1

The list goes on.
The line under a structure holds: Rev-erbA mod, UHRF1 binding, ASAP1 inh, DDE Tn6 FP inh, PLC-beta3 inh, sPLA2-III inh, KLK7 zymogen act, DDE Tn7 FP inh, ARFGAP1 inh, PLC-gamma1 inh
COc1ccc(S(=O)(=O)N2CCC(C(=O)N[C@@H](C)C(=O)N3CCCC3)CC2)cc1
  0, -3, -18, 1, -1, -2, 0.0, -2, -14, -4
O=C(/C=C/c1ccccc1)c1ccc2c(c1)OCO2
  -2, 0, -6, 1, -8, 2, 0.0, -1, 1, -2
COc1ccc(C(=O)NNC(=O)c2snnc2C)cc1
  1, 3, 0, -6, -2, 6, 0.1, -6, -5, 4
Cc1cc(NC(=O)CSc2n[nH]c(-c3ccccc3Br)n2)no1
  -3, 1, 17, 8, -3, 2, -0.5, 5, 6, 0

High-throughput results from PubChem.
